# High-throughput results deposited in PubChem by The Scripps Research Institute Molecular Screening Center.
# TTR transcr act – increases transthyretin transcription; SH-SY5Y TTR promoter Gaussia luciferase, luminescence; 100% = recombinant luciferase protein wells; activation, % at 16.7 µM; actives 1.3% (n = 92,000);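 active = activation above the mean of all tested compounds plus 3 SD, cut at about 9.5% in these data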;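 also: cells exposed to compounds for one day before reading; 0% = median of all test compound wells on the plate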
# Starred values were filed as active, the others as inactive. Some of the compounds tested (hit frequency here may not be typical).
SMILES,TTR transcr act
CN(C)S(=O)(=O)c1cccc(C(=O)Nc2cccnc2)c1,2.1
Cc1ccc(N(C(=O)c2ccccn2)C(C(=O)NC2CCCCC2)c2ccncc2)cc1 (stereo not given),-1.9
COc1ccccc1NC(=O)CCSc1ccc(C)cc1,0.6
CCOC(=O)c1c(NC(=S)N2CCCCC2)sc2c1CCN(C(=O)OCC)C2,2.0
CC(C)c1nc(SCC(=O)c2c[nH]c3ccccc23)n[nH]1,-0.3
CC(=O)C1=NN(c2ccccc2)C(c2ccc3c(c2)OCO3)N1c1ccccc1 (stereo not given),2.7
Cc1ccc(S(=O)(=O)Nc2ccccc2N=Cc2c(F)c(F)c(F)c(F)c2F)cc1,0.5
CCOC(=O)c1ccc(NC(=O)Cn2nnc3ccccc32)cc1,-3.6
CC(C)Cc1c(O)nc(SCC(=O)N2CCCCCC2)[nH]c1=O,9.2
CC1CC(CC(=O)Nc2nc(-c3ccccc3)cs2)C(=O)O1 (stereo not given),-0.6
COc1ccc(-c2[nH]ncc2Oc2ccccc2OC)c(O)c1,-1.8
CCCCCOc1ccc(C(=O)NC(C(=O)O)C(C)C)cc1 (stereo not given),-2.9

# Reprinted from the part before: two compounds, then new ones.
SMILES,TTR transcr act
COc1ccc(-c2[nH]ncc2Oc2ccccc2OC)c(O)c1,-1.8
CCCCCOc1ccc(C(=O)NC(C(=O)O)C(C)C)cc1 (stereo not given),-2.9
COc1cccc(C(C)(O)c2nc(-c3ccccc3OC)cs2)c1 (stereo not given),0.2
CC(=O)N1CCc2cc(S(=O)(=O)Nc3cccc(C(F)(F)F)c3)ccc21,1.8
Cc1cccc(C)c1OCc1cc(C(=O)NCC2CC2)no1,-0.2
Cn1nnnc1SCC(=O)Nc1ccc(N2CCOCC2)cc1,1.9
CCOc1ccc(Cl)cc1C1=CC(=O)C[C@H](c2ccc(OC)cc2)C1,3.2
O=C(OCCOc1ccccc1)c1n[nH]c2ccccc12,2.1
O=C(CN1c2cccc3cccc(c23)S1(=O)=O)NCc1ccc(F)cc1,-1.0
CCCCN1C(=O)C2NN=C(C(=O)OC)C2C1=O (stereo not given),-1.2
Cc1ccc(SCCNC(=S)Nc2ccc(C)c(C)c2)cc1,-1.1
CC1CCc2cc(F)ccc2N1C(=O)CN1C(=O)c2ccccc2C1=O (stereo not given),-0.5
CCOC(=O)c1cc(-c2csc(Nc3ccccc3Cl)n2)on1,-0.6
CCOc1ccc(CN(C)CC(=O)Nc2cccc(S(=O)(=O)N(C)c3ccccc3)c2)cc1,0.5
C/C(=N/NC(=O)c1sc(NS(=O)(=O)c2ccc(C)cc2)nc1C)c1sc(N)nc1C,3.1
O=C(c1ccccc1)c1ccc2c(c1)OCCOCCOCCO2,-1.9
CCCC(c1nnnn1C1CCCCC1)N1CCN(c2ncccn2)CC1 (stereo not given),-0.6
COC(=O)/C(=C\Nc1ccc(Cl)cc1Cl)NC(=O)c1ccccc1,-1.5
CCOC(=O)c1cc2ccc(OC)cc2oc1=O,-1.2
O=C(CSc1ccc(Cl)cc1)NC1CCCC1,-2.0
O=C(Nc1cc(C(F)(F)F)ccc1N1CCOCC1)c1cccs1,-0.8
CSc1ncnc2c1ncn2CCCNC1CCN(Cc2ccccc2)CC1,-0.6
CCOC(=O)C1CCN(S(=O)(=O)c2ccc3c(c2)NC(=O)CS3)CC1,11.1*
Cn1nc(C(=O)Nc2ccc(S(=O)(=O)NCc3ccco3)cc2)c2ccccc2c1=O,-0.5
O=C(CSc1nc2ccc(NC(=O)c3ccccc3C(=O)O)cc2s1)Nc1c(Cl)cccc1Cl,0.6
COc1cccc(CN2CCC(C(=O)NC(C)c3cccc4ccccc34)CC2)c1 (stereo not given),9.0
CC1(C)CC(=O)C2=C(C1)OC(c1cccs1)C(C#N)=C2N (stereo not given),-0.1
CN1C(=O)/C(=C/c2ccc(OCc3ccccc3F)cc2)N(C)C1=S,-0.3
CC(C)(C)OC(=O)C[C@@H]1C/C=C\C[C@@H](CC(=O)N(CCO)Cc2ccccc2)C(=O)NC[C@@H](c2ccccc2)OC1=O,2.1
c1ccc(CN2CCN(c3nc(NCc4ccco4)c4ccccc4n3)CC2)cc1,-1.6
CCC(=O)NC(c1cccs1)c1cc([N+](=O)[O-])c2cccnc2c1O (stereo not given),-0.4
CCCn1c(C)cc(/C=C(\C#N)C(=O)OCC(=O)NC(=O)NCC)c1C,-1.4
c1ccc2c(c1)C(=NC1CCCCC1)NC2=NC1CCCCC1,-4.8
COc1nc(NCCO)nc(Nc2cc(Cl)ccc2OC)n1,-1.6
CCOC(=O)C1(CCc2ccccc2)CCN(Cc2cnc(N(C)C)s2)CC1,-2.1
O=C(c1ccc(Cl)cc1)[C@@H]1[C@@H]2C(=O)N(c3cccc4ccccc34)C(=O)[C@@H]2C2c3ccccc3C=NN21 (stereo not given in full),-1.4
COc1cccc(CNC(=O)CCS(=O)(=O)c2ccc3c(c2)NC(=O)CS3)c1,1.1
O=C(CC(=O)c1ccccc1)CS(=O)(=O)c1ccccc1,-2.7
C=CCN1C(=O)C2(OCCCO2)c2cc(CCCC)ccc21,2.7
O=C(COc1cccnc1[N+](=O)[O-])Nc1c(Cl)cccc1Cl,-1.2
Cc1ccc(C(=O)NN2C(=O)C3C4C=CC([C@@H]3C2=O)C42CC2)cc1 (stereo not given in full),-0.1
Cc1nn(C)c(C(=O)N2CCN(C(=O)c3ccco3)CC2)c1[N+](=O)[O-],-0.3
COc1ccc(-c2cc3nc4c(c(N5CCC6(CC5)OCCO6)n3n2)CCC4)cc1,-4.2
COc1ccc(C2CC(=O)c3sc(NC(C)=O)nc3C2)cc1 (stereo not given),0.5
Cc1ccc2c(c1)N(CC(=O)N1CCN(c3nc4ccccc4s3)CC1)C(=O)C(C)O2 (stereo not given),0.4
NC(=O)C1CCN(c2nc(-c3ccc4c(c3)OCCCO4)cs2)CC1,-0.3
COc1ccc(C(=O)/C=C2\NCCc3cc(OC)c(OC)cc32)cc1OC,0.9
O=c1c2ccccc2nc2n1CCS2(=O)=O,0.1
O=C(NNC(=O)c1ccncc1)Nc1cccc([N+](=O)[O-])c1,-1.1
COc1ccc(NC(=O)C[C@H]2C(=O)N(Cc3ccccc3)C[C@@H]2CSC)cc1,-0.2
CCc1nc2cc(Cl)c(Cl)cc2[nH]1,-1.9
CC(=O)c1ccc(NC(=O)CSc2ccsc2[N+](=O)[O-])cc1,4.8
NC(Cc1ccc2nonc2c1)C(=O)O (stereo not given),2.1
COC(=O)[C@H]1C[C@]2(C/C=C(\C)CCC=C(C)C)c3ccccc3N[C@H]2N1,0.0
Cc1cc(C(=O)NCC(=O)Nc2ccc(F)c(F)c2)c(C)o1,-0.2
Cc1ccc(CN2CCN(Cc3c(C)nn(C(C)C)c3C)CC2CCO)o1 (stereo not given),2.6
CCOC(=O)C1CCN(Cc2ccccc2C)CC1,1.8
O=C(Nc1nnc(S(=O)(=O)N2CCCC2)s1)c1ccccc1F,-2.2
CCN(CC)S(=O)(=O)c1ccc(N2CCCC2)c(C(=O)OCC(=O)Nc2cc(C)on2)c1,1.2
O=C(NC(=S)Nc1ccc2oc(=O)ccc2c1)c1cc2ccccc2o1,-1.1
CCCCc1cc2ccccc2c(OCCN(C)C)n1,-0.1
CCOC(=O)CSc1nc(N)c2c3c(sc2n1)CCCC3,1.1

# Next structures.
SMILES,TTR transcr act
Cc1ccc2nc(-c3cc(-c4ccccc4)no3)cn2c1,-4.6
CSc1ccc(CN2CCN(C(=O)c3ccc([N+](=O)[O-])cc3)CC2)cc1,-4.3
Cc1nc(-c2ccccc2)c(Cc2ccccc2O)c(=O)[nH]1,0.0
CN(C)c1ccc(C(O)P(=O)(OC2CCCCC2)OC2CCCCC2)cc1 (stereo not given),-0.8
Cc1ccc(CNC(=O)c2ccccc2NC(=O)CN2CC(C)OC(C)C2)cc1 (stereo not given),1.7
CCOC(=O)C1=CN(Cc2cccc(F)c2)S(=O)(=O)N(CC)C1c1ccc(F)c(Cl)c1 (stereo not given),-1.3
CCc1ccc(NC(=O)COC(=O)/C(=C/c2ccccc2OC)c2ccccc2)cc1,1.2
O=C(CSc1c2c(nc3ccc(Cl)cc13)CCCC2)N1CCN(C(=O)c2ccco2)CC1,-2.9
CCOCCCn1c(=N)c(S(=O)(=O)c2ccc(C)cc2)cc2c(=O)n3cc(C)ccc3nc21,2.3
O=C1CSC(=S)N1/N=C/c1cccnc1,-0.6
Cc1cc(C)c(OCC(=O)N/N=C/c2ccc3c(c2)OCO3)c(C)c1,-1.6
COc1ccccc1CNC(=O)c1cccc2c1C(=O)N(Cc1cccnc1)C2,0.0

# An excerpt from above in order of formula weight, highest first.
SMILES,TTR transcr act
CCOC(=O)C1=CN(Cc2cccc(F)c2)S(=O)(=O)N(CC)C1c1ccc(F)c(Cl)c1 (stereo not given),-1.3
O=C(CSc1c2c(nc3ccc(Cl)cc13)CCCC2)N1CCN(C(=O)c2ccco2)CC1,-2.9
CCOCCCn1c(=N)c(S(=O)(=O)c2ccc(C)cc2)cc2c(=O)n3cc(C)ccc3nc21,2.3
CCN(CC)S(=O)(=O)c1ccc(N2CCCC2)c(C(=O)OCC(=O)Nc2cc(C)on2)c1,1.2
CN(C)c1ccc(C(O)P(=O)(OC2CCCCC2)OC2CCCCC2)cc1 (stereo not given),-0.8
COc1ccccc1CNC(=O)c1cccc2c1C(=O)N(Cc1cccnc1)C2,0.0
Cc1ccc(CN2CCN(Cc3c(C)nn(C(C)C)c3C)CC2CCO)o1 (stereo not given),2.6
CSc1ccc(CN2CCN(C(=O)c3ccc([N+](=O)[O-])cc3)CC2)cc1,-4.3
O=C(NC(=S)Nc1ccc2oc(=O)ccc2c1)c1cc2ccccc2o1,-1.1
O=C(Nc1nnc(S(=O)(=O)N2CCCC2)s1)c1ccccc1F,-2.2
Cc1cc(C)c(OCC(=O)N/N=C/c2ccc3c(c2)OCO3)c(C)c1,-1.6
CCOC(=O)CSc1nc(N)c2c3c(sc2n1)CCCC3,1.1
Cc1cc(C(=O)NCC(=O)Nc2ccc(F)c(F)c2)c(C)o1,-0.2
Cc1ccc2nc(-c3cc(-c4ccccc4)no3)cn2c1,-4.6
CCCCc1cc2ccccc2c(OCCN(C)C)n1,-0.1
CCOC(=O)C1CCN(Cc2ccccc2C)CC1,1.8
O=C1CSC(=S)N1/N=C/c1cccnc1,-0.6

# (listing goes on)
SMILES,TTR transcr act
CCOC(=O)n1cc(C(=O)c2ccccc2O)cn1,-0.3
COc1ccc(C(=O)/C=C/Nc2ccc(NC(C)=O)cc2)cc1OC,1.9
CCCn1c(N)c(C(=O)COC(=O)/C=C/c2ccc(OC(F)F)c(OC)c2)c(=O)[nH]c1=O,-2.3
COCc1c(C(=O)NC2CCCCCC2)oc2ccccc12,-2.4
COc1ccc2[nH]c(=S)[nH]c2c1,2.4
CCOc1ccccc1NC(=O)CSc1nnc(C2CC2)n1CC,0.1
CCCC1CCC(=NNC(=S)NCCc2ccccc2)CC1 (stereo not given),1.3
COc1ccc(/C=C2/SC(=O)N(CCC(=O)Nc3ccccc3)C2=O)cc1OC,1.8
Cc1cccc(COC[C@H](Cc2ccccc2)N2CCN(C(=O)c3ccc(Cl)c(Cl)c3)CCC2=O)c1,-1.7
CC(C)CC1NC(=O)N(CC(=O)Nc2cc([N+](=O)[O-])ccc2F)C1=O (stereo not given),4.1
COCc1c(C(=O)OCc2nnc(-c3ccc([N+](=O)[O-])cc3)o2)oc2ccccc12,3.5
O=C(NC1CCCN(Cc2ccc(Cl)cc2)C1)C1CCC1 (stereo not given),2.6
S=c1[nH]nc(C2CCCCC2)n1Cc1ccccc1,0.7
Cn1nc(CC(=O)NC2CCCCC2)c2ccccc2c1=O,10.1*
CC(C)c1ccc(NC2CCCN(C(=O)CSc3nncn3C)C2)cc1 (stereo not given),-0.6
Cc1c(CCC(=O)NCCCn2ccnc2)c(=O)oc2c(C)c3occ(C(C)(C)C)c3cc12,-0.5
NC(=O)CC(NC(=O)Cc1cccc2ccccc12)c1ccc(NCc2ccc(F)cc2)c([N+](=O)[O-])c1 (stereo not given),-3.2
CCOC(=O)[C@@H](C)N1[C@@H](C)[C@H](c2ccccc2)Oc2ccc(Cl)cc2S1(=O)=O,1.2
O=C(C1CC1)N1CCc2cc(S(=O)(=O)NCC3COc4ccccc4O3)ccc21 (stereo not given),-0.7
O=C(NCCc1ccc(C(F)(F)F)cc1)c1ccc2c(c1)OCO2,-0.2
Cc1sc(NC(=O)CN2CCN(c3ccccn3)CC2)c(C#N)c1C,-1.5
CCN1CCN(c2ccc([N+](=O)[O-])cc2C(=O)c2ccc(Cl)cc2)CC1,-3.0
Cc1cc2c(Nc3cccc(O)c3)ncnc2s1,-0.2
O=C(COc1cccnc1[N+](=O)[O-])NCc1cccs1,0.4
O=C(NN=Cc1ccccc1)NN=Cc1ccccc1,-0.7
CC(=O)/C(N=Nc1cc2c(cc1[N+](=O)[O-])OCCO2)=C(\C)O,2.0
Cc1cc(C(=O)OC(C)C(=O)Nc2nc(-c3ccccc3)cs2)c(C)o1 (stereo not given),2.5
CC(C)CCNC(=O)c1ccc(C2SCC(=O)N2Cc2ccco2)cc1 (stereo not given),-3.0
Cc1cc(NS(=O)(=O)c2ccc(NC(=O)C(F)(F)F)cc2)nc(C)n1,-0.5
O=C(NCC1CCN(Cc2ccccc2F)CC1)Nc1cc(F)ccc1F,6.5
CCOC(=O)c1c(C)n(C)c2cc([N+](=O)[O-])c(O)c([N+](=O)[O-])c12,-0.7
CN(Cc1nnc(SCC(=O)NCCc2ccccc2)n1C)S(=O)(=O)c1ccccc1,1.6
CCOc1ccccc1NC(=O)C1CCCC1,0.4
COc1ccc(Br)cc1C(=O)N/N=C/c1ccc([N+](=O)[O-])cc1,-1.1
C#CCSC1=C(C#N)C(c2cccs2)C(C(=O)OCC)=C(C)N1 (stereo not given),0.4
Cc1c(-n2cc(C(=O)c3cc(F)ccc3O)cc(C#N)c2=O)c(=O)n(-c2ccccc2)n1C,-0.3
CCOC(=O)c1c(NC(=S)N2CCOCC2)sc2c1CCN(C(=O)OCC)C2,-5.0
CS(=O)(=O)NCCSCc1ccccc1,2.7
COc1ccc2[nH]c(C(=O)NCCN3CCOCC3)cc2c1,7.5
Cc1ccc(C(=O)C[n+]2cc(-c3ccccc3)n3c2CCCCC3)cc1,-1.2
CN(C)c1ccc(C(CNC(=O)Cc2cccc3ccccc23)N(C)C)cc1 (stereo not given),-0.6
CN(c1ccccc1)S(=O)(=O)c1ccc(C(=O)Nc2nnc(C3=COCCO3)o2)cc1,0.6
CCCCCCc1nc2ccccc2c(=O)n1NC(=O)c1c(O)c2c(n(CC(C)C)c1=O)CCCC2,0.9
